# Bioassay records from PubChem BioAssay.
# ADAM10 inh – human ADAM10 inhibitors, primary screen, biochemical, QFRET, HTS. Disintegrin and metalloproteinase domain-containing protein 10 (Homo sapiens), O14672. recombinant ADAM10, EDANS/DABCYL FRET peptide cleavage, 3 h. inhibition, % at 7 µM. 370,000 compounds, 0.62% hits. AID 720582, 2013;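 active means inhibition above a per-campaign cutoff equal to the mean of compounds falling between control-based bounds plus 3 SD, cut at about 20% in these data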;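 further: 0% = DMSO wells while the 100% control is not disclosed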
# Target sequence (O14672 214-748 limits assumed): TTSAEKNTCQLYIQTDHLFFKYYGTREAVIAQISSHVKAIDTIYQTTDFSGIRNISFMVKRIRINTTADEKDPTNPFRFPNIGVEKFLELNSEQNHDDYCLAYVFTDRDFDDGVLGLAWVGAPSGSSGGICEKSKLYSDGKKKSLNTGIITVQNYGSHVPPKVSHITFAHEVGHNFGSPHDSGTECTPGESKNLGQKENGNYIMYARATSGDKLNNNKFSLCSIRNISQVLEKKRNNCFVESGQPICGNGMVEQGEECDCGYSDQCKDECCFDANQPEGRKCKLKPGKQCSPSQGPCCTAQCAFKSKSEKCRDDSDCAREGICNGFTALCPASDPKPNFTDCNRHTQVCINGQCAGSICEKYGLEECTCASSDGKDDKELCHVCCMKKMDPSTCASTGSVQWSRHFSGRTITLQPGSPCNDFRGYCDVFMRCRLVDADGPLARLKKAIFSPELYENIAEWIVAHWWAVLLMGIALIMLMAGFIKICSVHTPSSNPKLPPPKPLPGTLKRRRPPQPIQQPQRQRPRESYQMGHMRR
# ARFGAP1 inh – inhibitors of rat ARFGAP1 GAP activity, primary screen, biochemical, fluorescence polarization, GDP tracer | Arfgap1-stimulated ARF1 GTP hydrolysis, GDP FP detection | ADP-ribosylation factor GTPase-activating protein 1 (Rattus norvegicus), Q62848 | 360,000 compounds, 0.26% hits | AID 651572, 2012 | inhibition, % at 16.5 µM;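 active means inhibition above a per-plate limit, mean inhibition of low control wells plus 3 SD, cut at about 25% in these data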;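 further: 0% = DMSO wells with enzyme and 100% = wells lacking Arfgap1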
# Target sequence (Q62848 1-136 limits assumed): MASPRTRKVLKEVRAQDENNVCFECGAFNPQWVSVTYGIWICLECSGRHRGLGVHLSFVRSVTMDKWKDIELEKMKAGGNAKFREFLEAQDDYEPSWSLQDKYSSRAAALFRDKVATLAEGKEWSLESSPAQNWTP
#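 Assay system: Rat Arfgap1 GAP domain (His6, aa 1-136), purified enzyme | Buffer or medium: HEPES 25 mM pH 7.5, NaCl 150 mM, MgCl2, DTT | Schedule: GTP hydrolysis reaction 2 h at 25 °C | Signal: FP of antibody-bound GDP Alexa 633 tracer, ex 620/em 688 nm | Measure: Percent inhibition of Arfgap1-stimulated GTP hydrolysis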
# TDP2 absorb – human TDP2 enzyme inhibitors, primary screen, biochemical, epi absorbance, recombinant enzyme; inhibition, % at 12.8 µM; 370,000 compounds, 0.34% hits; Tyrosyl-DNA phosphodiesterase 2 (Homo sapiens), O95551; AID 720702, 2013; T5PNP hydrolysis, p-nitrophenol absorbance 415 nm;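 active means inhibition above the mean of all tested compounds plus 3 SD, set per campaign, cut at about 25% in these data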;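 further: 0% = DMSO with enzyme and 100% = buffer with substrate but no TDP2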
# Target sequence (O95551 whole entry, looked up): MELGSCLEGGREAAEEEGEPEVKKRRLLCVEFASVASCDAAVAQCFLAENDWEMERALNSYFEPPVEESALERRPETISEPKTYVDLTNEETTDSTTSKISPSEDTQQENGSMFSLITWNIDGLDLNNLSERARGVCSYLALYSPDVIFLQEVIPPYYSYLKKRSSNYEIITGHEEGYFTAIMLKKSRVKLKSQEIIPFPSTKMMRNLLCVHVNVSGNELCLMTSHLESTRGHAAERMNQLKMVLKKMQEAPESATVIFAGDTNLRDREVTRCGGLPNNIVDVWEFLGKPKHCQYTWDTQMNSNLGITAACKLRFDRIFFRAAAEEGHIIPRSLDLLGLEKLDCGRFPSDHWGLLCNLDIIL
#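 System – recombinant human TDP2 · Amount – 120 nM TDP2 per well · Buffer or medium – Mg2+-containing Tris-HCl buffer, pH 7.5 · Reagent – T5PNP substrate, 5 mM · Dosing – 12.8 µM single point, 1% DMSO · Incubation – 2 h at 37 °C · Measured by – epi absorbance · Read-out basis – percent inhibition · Benchmarks – high control without enzyme, low control DMSO plus TDP2 · Repeats – singlicate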
# ASAP1 inh – inhibitors of human ASAP1 ArfGAP activity, primary screen, biochemical, fluorescence polarization. Arf-GAP with SH3 domain, ANK repeat and PH domain-containing protein 1 (Homo sapiens), …. AID 624377, 2012. 360,000 compounds, 0.19% hits. ASAP1-stimulated ARF1 GTP hydrolysis, GDP FP detection. inhibition, % at 16.5 µM; in the data active means inhibition above about 25%;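 further: 0% = vehicle with enzyme and substrate and 100% = no enzyme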
# ADAM17 inh – ADAM17 inhibitors, primary screen, biochemical, QFRET. 370,000 compounds, 0.83% hits. recombinant ADAM17, EDANS/DABCYL FRET peptide cleavage. inhibition, % at 6.95 µM;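 active means inhibition above the mean of compounds lying between control limits plus 3 SD, set per campaign, cut at about 8.5% in these data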;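 further: 0% = DMSO-only wells as the low control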
# DDE Tn7 FP inh – inhibitors of Tn7 peptide binding to fibrin DD(E), primary screen, biochemical, fluorescence polarization, human fibrin, Tn7 probe | Fibrinogen beta chain (Homo sapiens), P02675 | FP displacement of FITC-Tn7 peptide from fibrin DD(E); 0% = median of compound wells per plate | inhibition, % at 8.3 µM | 370,000 compounds, 0.13% hits | AID 720508, 2013;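 active means inhibition above the mean of compounds falling within the control limits plus 3 SD of them, cut at about 14% in these data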;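 further: 0% = plate median of compound wells and 100% = 10 µM Aha-Tn7 peptide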
#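 assay system = human clot-derived fibrin DD(E) complex | quantity = Fibrin-DD(E) at 2 µM final | timing = 10 min preincubation, 3 h with tracer, room temperature | signal = fluorescence polarization | measure = percent inhibition | benchmarks = high control wells with 10 µM unlabelled Aha-Tn7 peptide (full inhibition) | replicates = singlicate testing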
# SIAE inh – human SIAE inhibitors, primary screen, biochemical, fluorescence polarization, FP-Rh probe, 1536-well HTS. inhibition, % at 9.66 µM. 370,000 compounds, 0.69% hits. Sialate O-acetylesterase (Homo sapiens), Q9HAT2. SIAE FP-Rh probe binding;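 active means inhibition above a cutoff: mean of compounds within the control limits plus 3 SD of those, cut at about 17% in these data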;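 further: 0% = plate median of compound wells and 100% = probe without SIAE protein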
# PLCg1 inh – PLC-gamma1 enzyme inhibitors, primary screen, biochemical, fluorescence, purified enzyme | 1-phosphatidylinositol 4,5-bisphosphate phosphodiesterase gamma-1 (Homo sapiens), P19174 | fluorogenic substrate | inhibition, % at 12.2 µM | 370,000 compounds, 0.84% hits; in the data active means inhibition above about 9.5%
# Tn6 DDE FP – inhibitors of Tn6 peptide binding to fibrin DD(E), primary screen, biochemical, fluorescence polarization, human fibrin, Tn6 probe; Fibrinogen beta chain (Homo sapiens), P02675; Fibrin DD(E) TRITC-Tn6 fluorescence polarization displacement; inhibition, % at 8.3 µM; 370,000 compounds, 0.21% hits; AID 720509, 2013;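 active means inhibition above a per-campaign cutoff: mean of compounds within control limits plus 3 SD, cut at about 15% in these data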;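 further: 0% = median of all compound wells on the plate and 100% = blocking peptide control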
# PLCb3 inh – human PLC-beta3 inhibitors, primary screen, biochemical, fluorescence; 1-phosphatidylinositol 4,5-bisphosphate phosphodiesterase beta-3 (Homo sapiens), Q01970; AID 720704, 2013; inhibition, % at 12.2 µM; Purified PLC-beta3, fluorogenic substrate; 370,000 compounds, 0.18% hits; in the data active means inhibition above about 11%;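 further: 0% = median of compound wells on plate and 100% = full blocker control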
# The depositor's hits bear a star; i = inactive; nt = no result given; & = joins results of further samples. Compounds were not picked by outcome; about 3.6% have a hit in one of these screens.
SMILES,ADAM10 inh,ARFGAP1 inh,TDP2 absorb,ASAP1 inh,ADAM17 inh,DDE Tn7 FP inh,SIAE inh,PLCg1 inh,Tn6 DDE FP,PLCb3 inh
COc1ccc(CNC(=O)c2ccc(S(=O)(=O)N3CC(C)CC(C)C3)cc2)cc1OC (configuration not stated),2,-6,5,-5,0,-1,4,1,0,-4
O=C(Nc1ccccc1Cl)c1ccc2nc(N3CCOCC3)sc2c1,-1,4,4,5,0,-8,-6,0,-6,3
CCCN(C(=O)COC(=O)CNC(=O)c1ccc2ccccc2c1)c1c(N)n(Cc2ccccc2)c(=O)[nH]c1=O,-1,2,0,-2,-2,-2,2,0,3,-5
C=CCNC(=O)C1CCN(C(=O)c2ccc(-c3ccccc3)cc2)CC1,-1,-2,-4,2,-3,0,-5,3,11,-5
Fc1ccc(C2CCNCC2COc2ccc3c(c2)OCO3)cc1 (configuration not stated),9,4,-10,10,3,-8,0,7,-2,-2
O=C1NC[C@H](CCCCN2CCN(CCc3ccccc3)C(=O)C2=O)N(Cc2ccccc2)C1=O,-6,-7,-3,5,-4,0,-4,2,3,2
CC(C)[C@H](CO)N(Cc1cccc(F)c1)c1nc(Nc2cccc(Cl)c2)c2ncn(C(C)C)c2n1,-17,2,-7,10,-1,2,6,-13,1,-17
CCC1NC(=O)c2ccccc2N1c1cccc(Cl)c1 (configuration not stated),-192,-3,-19,7,-85,-5,-1,-295,2,-387
CCN(C(=O)c1cc2c(=O)n3ccccc3nc2n1CCCOC)C1CCCCC1,i,-5,-3,-5,i,12,-1,i,1,i
CCOC(=O)N1CCN(C(=O)CN2C(=O)CC(C)(C)S(=O)(=O)c3ccccc32)CC1,7,-8,-5,-2,1,-8,1,4,-9,5
CCCCCC(C)NC(=O)c1cc(S(=O)(=O)N2CCCCC2)ccc1N1CCOCC1 (configuration not stated),-9,0,10,-4,-1,4,-4,-4,3,-7
CC(C)CNC(=O)C1CSCCS(=O)(=O)N1Cc1ccccc1 (configuration not stated),-2,nt,8,nt,-3,-1,-2,0,-3,-1
O=C(COc1ccc([N+](=O)[O-])cc1Cl)NCC1CCCO1 (configuration not stated),-8,-1,12,11,-4,0,-1,0,1,-8
C=C(C)C1CC=C(C)C(=NNC(=O)c2ccncc2)C1 (configuration not stated),-14,2,1,2,-3,-1,-1,-1,5,-6
Cc1cn2c(=O)c(C(=O)NCc3ccc4c(c3)OCO4)cnc2s1,-2,-2,17,-11,-1,-3,11,-4,-8,-4
COc1ccc(CN(C)C(=O)CSc2nnc(C3CC3)n2C2CC2)cc1,-2,4,-10,-16,-3,-4,0,1,6,1
Cc1cc2c(cc1S(=O)(=O)NCc1ccccc1)OCC(=O)N2,-7,0,9,6,-3,0,2,0,-2,-2
COc1ccc(-c2noc(CCC(=O)N3CCC(c4cc(C)ccc4C)CC3)n2)cc1,-4,13,10,5,-1,5,-2,-1,4,1
Nc1ncc(-c2nnnn2-c2ccc(Cl)cc2)c(-c2ccc(Cl)cc2)n1,-1,9,4,-10,2,0,2,-7,-2,-13
Cc1c(C)c2c(OCC(=O)NC3CC3)cc3c(c2oc1=O)CCC(C)(C)O3,i,-10,7,-11,i,-9,-1,-460,8,i
CC1(c2cccc3ccccc23)NC(=O)N(CC(=O)NC2CCS(=O)(=O)C2)C1=O (configuration not stated),1,3,2,-3,1,-5,1,0,4,3
COC(=O)c1c(NC(=O)CC2SCC(C(=O)OC)NC2=O)sc2c1CCCC2 (configuration not stated),-5,2,7,13,0,-9,3,3,-9,-4
NC(c1csc(Nc2nncc3ccccc23)n1)C1CCCCC1 (configuration not stated),-37,-2,-3,-2,-10,-2,-2,-57,-7,-76
O=C(Nc1cccc(C(=O)NC2CC2)c1)c1ccc(Cl)c(S(=O)(=O)N2CCOCC2)c1,-8,0,-1,0,-8,9,4,-1,-1,-7
COC(=O)C1CN(C(=O)COc2ccc(C)c(C)c2)c2ccccc2O1 (configuration not stated),0,-1,10,-3,-4,-1,-5,0,8,-5
Nn1c(SCc2ccc([N+](=O)[O-])cc2)nc2ccccc2c1=O,2,6,4,-2,-1,-4,-4,3,2,-2
Cc1ccc(-n2c(SCC(=O)Nc3ccc4c(c3)OCO4)nnc2-c2ccoc2C)cc1,-5,-4,0,15,-3,6,3,0,-11,4
CNc1ccc(-c2ccccc2CO)cn1,-482,-9,2,0,-114,-3,11,-112,7,-134
COc1ccc(Br)c(Cn2c(C)c(C(=O)NCc3ccccc3C(F)(F)F)sc2=O)c1,-5,-1,-6,16,3,-4,-15,1,2,2
CC(=O)Nc1ccc(-c2nnn(CC(=O)c3ccc(F)cc3)n2)cc1Cl,-1,8,-7,-8,-6,4,-10,1,6,-7
Cc1ccccc1N1CCN(C2CCCN(C(=O)CCN3CCCCC3=O)C2)CC1 (configuration not stated),-8,0,-4,7,1,3,5,5,-10,7
CCOCCCN(CCC#N)S(=O)(=O)c1ccc(S(=O)(=O)N2CCCC2)cc1,-5,3,1,-2,-2,-6,6,1,-8,1
CCCCN1CC[C@H]2C=CC[C@@H](C(=O)NCCc3ccccc3)[C@H]2C1=O,-1,3,4,2,-3,4,0,2,6,3
Cc1cc(C)nc(NCC(O)CNc2ccccc2C)n1 (configuration not stated),3,-4,-9,1,-3,1,-2,-1,-5,7
Cc1cc(C)nc(N/N=C/c2ccccc2OCc2ccc([N+](=O)[O-])cc2)n1,28*,1,-18,11,1,-6,-10,13*,0,9
COc1cc(OC)cc(C(=O)Nc2nc(-c3ccccc3)c(-c3ccccc3)o2)c1,-3,-14,3,-4,-2,2,-33,-2,3,1
O=C(Nc1ccc(F)cc1)Nc1c(-c2ccccc2)nc2ncccn12,-309,nt,3,nt,-95,3,3,-440,1,i
O=C(O)CCCNC(=O)c1ccccn1,-5,-1,0,-9,-1,-3,4,1,6,5
CC(=O)OC(C)C1C2=C(C(=O)CC1(C)O)C(=O)c1c(ccc(-c3ccc4c(c3O)C(=O)C3=C(C4=O)C(C(C)OC(C)=O)C(C)(O)CC3=O)c1O)C2=O (configuration not stated),-6,-3,5,9,1,4,1,-1,-2,-7
O=C(CSc1nc2ccccc2c(=O)[nH]1)N1CCN(c2ccccc2F)CC1,4,-7,19,-6,-2,2,7,1,4,-8
COc1ccc(N2CCN(C(=O)C3(S(=O)(=O)c4ccc(C)cc4)CC3)CC2)cc1,-6,-3,9,3,-3,0,0,-1,-2,0
COc1ccc(OC)c(CCNC(=O)c2cccc(NC(=O)C3=C(C)OCCS3)c2)c1,14,-1,-12,-14,2,2,9,6,-2,1
O=C(Nc1ccccc1)C1=C(N2CCOCC2)/C(=C/c2cccnc2)CC1,-7,4,-9,-6,-1,-1,4,-9,-7,-15
Cc1c(C(=O)NCCCN2CCOCC2)sc2nc(-c3ccc(F)cc3)cn12,-9,-9,6,1,-2,2,-1,1,-2,0
COc1ccc(NC(=O)CSc2ccc3c(c2)OCCO3)cc1,-5,20,9,-2,-6,4,0,4,-1,-1
COCCn1c(C)cc(C(=O)CSc2nc(C)nc3sc4c(c23)CCC4)c1C,-2,-3,-6,-6,2,1,-2,3,2,-6
COc1cccc(NC(=O)c2cccc(N3C(=O)C4C5C=CC(C5)C4C3=O)c2)c1 (configuration not stated),6,11,23,-1,-1,-6,0,2,0,-6
COc1cccc(-c2cnc3c(NC(C)=O)cc(-c4cc(OC)c(OC)c(OC)c4)cn23)c1,-26,-16,8,7,-8,3,-7,-20,-1,-29
Cc1cc(C(=O)NNC(=O)C(C)NS(=O)(=O)c2ccccc2F)c(C)o1 (configuration not stated),1,2,5,6,-3,9,9,1,4,1
CCNC(=O)C1(C)CCN(C(=O)c2ccccc2F)C1 (configuration not stated),-11,-3,-1,-2,-4,-4,7,2,7,1
Cc1ccccc1OCC(=O)OC(C)C(=O)NC1CCCC1 (configuration not stated),-7,-6,5,-6,-2,3,-2,-2,-1,-4
COC(=O)[C@H](CCSC)NC(=O)Nc1cc(OC)cc(OC)c1,8,-2,-8,-12,1,13,9,-3,9,-6
CC(=O)Nc1ccc(S(=O)(=O)Nc2ccc(=O)n(Cc3ccc(Cl)c(Cl)c3)c2)cc1,2,4,-4,-4,0,1,6,-4,8,-4
COc1cccc(C(C(=O)NC(C)(C)C)N(C(=O)CCC(=O)Nc2cc(C)on2)C(C)(C)C)c1OC (configuration not stated),-11,-2,-5,17,-2,3,-2,1,6,0
CCc1ccccc1NC(=O)CSc1nnc(-c2cc(C)[nH]n2)n1N,-16,-2,5,0,-2,-1,1,3,0,-5
Nc1c2c(nc3ccccc13)CCCC2,-3&-5,4&15,2&-21,-9&2,-6&1,-4&-2,1&-1,-3&3,-4&-7,0&7

# Arranged by molecular weight (smallest number first): some entries from above
SMILES,ADAM10 inh,ARFGAP1 inh,TDP2 absorb,ASAP1 inh,ADAM17 inh,DDE Tn7 FP inh,SIAE inh,PLCg1 inh,Tn6 DDE FP,PLCb3 inh
Nc1c2c(nc3ccccc13)CCCC2,-3&-5,4&15,2&-21,-9&2,-6&1,-4&-2,1&-1,-3&3,-4&-7,0&7
Cc1ccccc1OCC(=O)OC(C)C(=O)NC1CCCC1 (configuration not stated),-7,-6,5,-6,-2,3,-2,-2,-1,-4
CC(=O)Nc1ccc(S(=O)(=O)Nc2ccc(=O)n(Cc3ccc(Cl)c(Cl)c3)c2)cc1,2,4,-4,-4,0,1,6,-4,8,-4
